Screening data from PubChem.
MBNL1-CUG inh = inhibitors of human MBNL1 binding to CUG repeat RNA. Q9NR56. TR-FRET MBNL1-His/biotin-(CUG)12 binding, 665/545 ratio. Potency, µM (titrated, usually from 57.5 µM), inactives show at the highest dose activity change, negative = inhibition, hits mostly inhibitors. hit rate 0.036% among 280,000; active = well fitted inhibition curve with a large enough effect in the signal ratio, with a control signal flat, not every such curve was filed as active; inconclusive = small, poorly fitted or top-dose-only effect, or effect the other way, or a change in a side signal; inactive = no such curve, though single readings can be large or run the other way; the % refers to the signal ratio; note: % is set by controls: 0 for no effect and ±100 for the full control effect
Target sequence (Q9NR56 whole entry, looked up): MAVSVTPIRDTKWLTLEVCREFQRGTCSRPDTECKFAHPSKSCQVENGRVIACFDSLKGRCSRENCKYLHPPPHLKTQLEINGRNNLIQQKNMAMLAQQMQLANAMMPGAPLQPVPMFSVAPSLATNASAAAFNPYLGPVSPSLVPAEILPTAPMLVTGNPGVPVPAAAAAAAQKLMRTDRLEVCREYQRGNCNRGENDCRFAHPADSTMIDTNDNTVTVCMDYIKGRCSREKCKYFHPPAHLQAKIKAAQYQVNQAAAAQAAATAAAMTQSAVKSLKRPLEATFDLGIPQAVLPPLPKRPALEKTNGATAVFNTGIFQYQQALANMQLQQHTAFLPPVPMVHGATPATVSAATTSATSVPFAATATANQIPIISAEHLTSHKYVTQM
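MBNL1-His + Biotin-(CUG)12, cpd titration 92 nM–58 uM; Tb anti-His Ab 0.055 ng/ul, SA-XL665 5 nM (final); 60 min RT; ratiometric 665/545 nm, Ex 340 nm; normalized to buffer and full-complex controls.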
p53 reactivation = mutant p53 re-activation in reporter cells | H1299 p53-A138V BP100-luciferase reporter, luminescence, 24 h | Potency, µM (doses to about 92.2 µM), without a hit: at the highest dose activity change, positive = activation, most hits filed as activators | hit rate 0.063% among 320,000 | AID 504706; note: % of control where 0% means no effect; nearly all actives have a fitted effect of over 45% in size
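H1299 (p53-null), stable ts p53-A138V + BP100-Luc; 1000 cells/well, Opti-MEM/10% FBS; cpd 4 pt, 1:5; 24 h, 37 deg C, 5% CO2; detection reagent 10 min RT; luminescence.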
BRCA1 expr act = increases BRCA1 expression | hit rate 1.1% among 380,000 | Potency, µM (titrated, usually from 46.1 µM), for the others: at the top dose activation, most hits filed as activators | MCF7-BRCA1-FFLuc reporter, luminescence, 48 h; response scale: scaled: vehicle 0%, 10 µM genistein 100%; note: nearly all actives have a fitted effect of over 80% in size; some results filed as inactive show a strong effect at the top dose
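First, MCF7-BRCA1-FFLuc cells (2000/well) attach for 2 h; next, compounds are pin-added and incubated 48 h at 37 °C; finally, luciferase reagent is added and luminescence read after 15 min.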
RORg inh = ROR gamma (mouse) transcription inhibition | P51450 | Drosophila S2 Gal4-RORgamma UAS-luciferase reporter, 20 h | Potency, µM (series often up to 53.6 µM), inactives show at the top dose activity change, negative = inhibition, hits mostly inhibitors | hit rate 5.4% among 310,000 | AID 2551; note: % is set by controls: 0 for no effect and ±100 for the full control effect; nearly all actives have a fitted effect of over 60% in size
Target sequence (P51450 whole entry, looked up, the tested form may be a part): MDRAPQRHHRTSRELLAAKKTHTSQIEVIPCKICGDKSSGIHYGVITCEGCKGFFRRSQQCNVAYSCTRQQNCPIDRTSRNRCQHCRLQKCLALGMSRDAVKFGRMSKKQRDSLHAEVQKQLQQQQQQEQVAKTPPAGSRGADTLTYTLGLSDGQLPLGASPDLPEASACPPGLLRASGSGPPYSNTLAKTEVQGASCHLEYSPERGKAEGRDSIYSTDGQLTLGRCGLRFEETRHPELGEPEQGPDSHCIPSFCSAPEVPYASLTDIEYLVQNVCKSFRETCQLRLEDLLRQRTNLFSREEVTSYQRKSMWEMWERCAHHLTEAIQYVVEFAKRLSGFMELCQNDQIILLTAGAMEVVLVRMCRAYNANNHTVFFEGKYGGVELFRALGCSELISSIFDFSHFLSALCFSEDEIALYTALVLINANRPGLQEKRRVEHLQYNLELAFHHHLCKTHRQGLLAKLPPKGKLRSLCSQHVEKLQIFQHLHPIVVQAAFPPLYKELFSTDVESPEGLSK
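A Gal4/UAS one-hybrid system in insect cells: metallothionein-promoter Gal4–ROR gamma fusion plus Photinus luciferase reporter. Copper sulfate 700 uM final, 20 hr ambient incubation, luminescent detection after 10 min with reagent.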
VP16 counter = inhibits Gal4-VP16 luciferase reporter, ROR gamma counter-screen; hit rate 3.5% among 310,000; Drosophila S2 Gal4-VP16 UAS-luciferase, luminescence, 20 h; Potency, µM (top dose mostly 53.6 µM), without a hit: at the top dose activity, negative = inhibition, usual class: inhibitors;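 note: Gal4-VP16 expression switched on by copper sulfate through the metallothionein promoter; % is set by controls: 0 for no effect and ±100 for the full control effect; nearly all actives have a fitted effect of over 50% in size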
NPC1 promoter act = NPC1 promoter activation | Potency, µM (top dose mostly 9.22 µM), inactives show top-dose activation, hits mostly activators | Huh7 NPC1 promoter luciferase reporter, 24 h | hit rate 2.4% among 320,000 | AID 485313;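 note: % of control where 0% means no effect; nearly all actives have a fitted effect of over 60% in size; reporter is driven by a mutant NPC1 promoter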
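Huh7 cells stably carrying NPC1 promoter–luciferase, plated in Opti-MEM with 10% FBS for 2 h, were exposed to compound in DMSO for 24 h at 37 °C; luciferase reagent was added for 10 min and luminescence read.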
Rab9 prom act = activates the Rab9 promoter. hit rate 2.8% among 320,000. Huh7 Rab9 promoter-luciferase reporter, luminescence, 24 h. Potency, µM (series often up to 9.22 µM), for the others: at the top dose activation, negative = inhibition, hits mostly activators; note: % of control where 0% means no effect; nearly all actives have a fitted effect of over 60% in size
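Luciferase signal after 10 min detection reagent at ambient indicates Rab9 promoter upregulation; stably transfected Huh7 cells were treated 24 h with compound in DMSO at 37 °C, 5% CO2.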
uPA generation = blocks generation of uPA at the cell surface | cell surface uPA generation assay, qHTS | Potency, µM (top dose mostly 38.3 µM), inactives show at the highest dose activity change, negative = inhibition, hits mostly inhibitors | hit rate 0.31% among 330,000 | AID 540303; active = well fitted inhibition curve with a large enough effect; inconclusive = small, poorly fitted or top-dose-only effect; inactive = no such curve, though single readings can be large or run the other way; tested in mouse RAW 264.7 cells; note: % is set by controls: 0 for no effect and ±100 for the full control effect; nearly all actives have a fitted effect of over 55% in size
ELG1 genotoxic = induces genotoxicity in HEK293T cells with luciferase-tagged ELG1. HEK293T ELG1-luciferase reporter, luminescence, 16 h. Potency, µM (highest dose often 46 µM), for inactives: top-dose activity change, positive = activation, most hits filed as activators. hit rate 1.3% among 330,000; note: % of control where 0% means no effect; nearly all actives have a fitted effect of over 60% in size
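Quantitative HTS format in 1536-well plates. HEK293T ELG1-luciferase reporter cells receive test compound and are incubated 16 hr at 37 °C, 5% CO2; ONE-Glo added, 30 min room temperature, then luminescence read.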
FLuc counter = counter-screen for miR-21 project: firefly luciferase inhibitors or activators | P08659 | purified FLuc, Km substrates, luminescence inhibition | Potency, µM (series often up to 57.5 µM), inactives show at the top dose activity change, negative = inhibition, hits mostly inhibitors | hit rate 6.9% among 360,000;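 note: plate controls were vehicle for no effect and reference inhibitor for full effect; nearly all actives have a fitted effect of over 55% in size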
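Purified P. pyralis luciferase (10nM final) with 10uM D-luciferin and 10uM ATP (Km levels) in 50mM Tris acetate pH 7.5, 10mM Mg acetate, 0.01% Tween-20, 0.05% BSA; qHTS 6-point titration, ~60 µM downward; luminescence read.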
Active calls of the source: *; ? = inconclusive; . = no result given; & = joins results of further samples; [ ] = dose if it differs, or a comment. Unless noted, calls come from the whole dose curve; as a rule, active = well fitted curve in the direction sought with a large enough effect; inconclusive = small, poorly fitted or top-dose-only effect, or another doubt; inactive = no such curve, though single readings can be large; an effect the other way counts as inactive or inconclusive. Potency is the fitted concentration of half-maximal effect. Rows are unselected. Share with any hit: about 13%.

SMILES | MBNL1-CUG inh | p53 reactivation | BRCA1 expr act | RORg inh | VP16 counter | NPC1 promoter act | Rab9 prom act | uPA generation | ELG1 genotoxic | FLuc counter
NC(=O)NC(=O)COC(=O)c1sc2ccccc2c1Cl | . | 4% | 7% | -13% | -1% | 0% | 1% | 3% | -1% | ?
O=C(O)CCc1ccc(S(=O)(=O)N2CCOCC2)cc1 | 6% | -2% | 1% | -13% | 5% | -3% | -3% | 0% | -8% | 7%
CC(=O)Nc1ccc(NC(=O)C2CC(=O)N(c3ccccc3Cl)C2)cc1 (stereo not given) | -20% | -1% | 3% | 45% | -1%[10 µM] | -4% | -3% | 3% | -18% | -1%
CCCCNC(=O)Nc1ccc(C2SCCS2)cc1 | . | 0% | 60% | -11% | -6% | ? | ? | -5% | ? | 15µM*
O=C(c1ccco1)N1CCN(C(=O)C2CC(c3ccc(Cl)c(Cl)c3)=NO2)CC1 (stereo not given) | 7% | -11% | -15% | 5% | 11% | -2% | -7% | -4% | -5% | -4%
O=C(NC1CC1)C1=C[C@H](c2c[nH]c3ccccc23)C[C@H](OCc2ccc(CO)cc2)O1 | 0% | -3% | -36% | -5% | 3% | 0% | 0% | 14% | -5% | 5%
CCOc1ccccc1C(=O)NCC(=O)NCC(C)(C)N1CCOCC1 | . | 1% | 8% | . | . | 1% | 0% | ? | 3% | 5%
Nc1ccc(NC(=O)NC2CCCCC2)cc1 | 8% | 0% | 52% | -2% | ? | 24% | ? | -5% | ? | ?
Cc1nc(C)c(-c2nnc(-c3ccccc3Cl)o2)cc1C(=O)NN | -7% | -8% | -4% | -18% | -5% | -3% | -4% | 10% | 0% | 0%
Nc1cc(=O)[nH]c(SCC(=O)Nc2cccnc2Cl)n1 | -3% | 16% | 12% | 8% | -1% | 1% | 5% | 2% | -1% | 1%

Entries of single compounds from above. Order of values: MBNL1-CUG inh, p53 reactivation, BRCA1 expr act, RORg inh, VP16 counter, NPC1 promoter act, Rab9 prom act, uPA generation, ELG1 genotoxic, FLuc counter
Shown for Nc1ccc(NC(=O)NC2CCCCC2)cc1 = 8%, 0%, 52%, -2%, ?, 24%, ?, -5%, ?, ?
Shown for Cc1nc(C)c(-c2nnc(-c3ccccc3Cl)o2)cc1C(=O)NN = -7%, -8%, -4%, -18%, -5%, -3%, -4%, 10%, 0%, 0%
Shown for Nc1cc(=O)[nH]c(SCC(=O)Nc2cccnc2Cl)n1 = -3%, 16%, 12%, 8%, -1%, 1%, 5%, 2%, -1%, 1%

Remaining list, next part
SMILES | MBNL1-CUG inh | p53 reactivation | BRCA1 expr act | RORg inh | VP16 counter | NPC1 promoter act | Rab9 prom act | uPA generation | ELG1 genotoxic | FLuc counter
CCCCN=c1sc(C(=O)OC)cc(=O)n1CCCC | -19% | 8% | -38% | 0% | -3% | 1% | 2% | . | -5% | 6%
Cc1ccc(NC(=O)CSc2nc3ncc(Cl)cc3[nH]2)c(C)c1 | -1% | -4% | -18% | -30% | -8% | -3% | -3% | 13% | -3% | -1%
CN(NC(=O)Nc1ccc(Cl)cc1)c1c(Cl)c(Cl)nn1C | -9% | -6% | 19% | 3% | 5% | -6% | -4% | 4% | -8% | -3%
Cc1ccc(S(=O)(=O)N2CCCCC2CCNC(=O)C(=O)NCc2ccccc2C)cc1 (stereo not given) | . | -10% | -59% | . | . | -5% | -5% | -15% | 0% | 3%
O=C(NCc1ccncc1)c1nnc(Cc2c(F)cccc2Cl)o1 | -13% | -2% | -29% | ? | ? | -9% | 0% | 2% | -4% | -2%
COc1ccccc1-n1c(SCC(=O)N2CCCCC2)nc2cccnc21 | 7% | -5% | 0% | 20% | -3% | 0% | 3% | 0% | 0% | 0%
COCCCn1c(=N)c(C(=O)NCc2ccc3c(c2)OCO3)cc2c(=O)n3ccccc3nc21 | ? | -7% | 8% | 38% | -6% | -3% | -12% | 0% | -11% | 0%
COc1ccc(CNC(=O)/C=C/c2ccc(OCCCF)cc2)cc1OC | 15% | -1% | 6% | -8% | -3% | 0% | 8% | 0% | 1% | ?
CCOC(=O)C(C(=O)Nc1ccccc1C)C1CCCCC1 (stereo not given) | -1% | 1% | -7% | 9% | -1% | 0% | -4% | -9% | 3% | 0%
O=c1c2ccccc2nnn1CSc1ccc2ccccc2n1 | . | 6% | 45% | ? | -15% | 6% | 9% | 5% | 7% | -14%
CCOc1ccc(-n2cnc3sc(C)c(C)c3c2=O)cc1 | 7% | -10% | 31% | 5% | 0% | -5% | 11% | 0% | 0% | -1%
COc1ccc2cc(S(=O)(=O)N3CCCC3)ccc2c1 | -3% | 4% | -18% | 26% | -3% | -2% | -4% | 3% | -4% | -1%
COc1ccc(CCNC(=O)c2nnc(Cc3ccc(Cl)cc3)o2)cc1OC | 0% | -10% | 4% | 16% | -11% | 1% | 0% | 0% | -4% | 4%&1%
CN(C)/C=C/C(=O)c1ccncc1 | 18% | -1% | -3% | 9% | -8% | -6% | -19% | 0% | 1% | 0%
O=C(C(=O)c1cccnc1)c1cccnc1 | 12% | 1% | -23% | 21% | -1% | -5% | -2% | 9% | -1% | -2%
O=C(Nc1ccncc1)c1ccc2c(c1)OCCO2 | 0% | ? | 32% | 20% | 4% | 0% | 9% | -4% | 5% | 17µM*
COc1ccc(OC)c(C2C(C(=O)Nc3nc4ccccc4s3)=C(C)NC3=C2C(=O)CCC3)c1 (stereo not given) | -4% | -5% | -58% | ? | ? | 2% | 1% | 9% | -6% | -3%
CCn1cc(CNC(=O)C2CCC(=O)N(C3CCCCCC3)C2)cn1 (stereo not given) | -7% | 8% | -2% | 1% | 6% | -2% | -2% | 0% | -3% | -3%
CC(NC(=O)c1ccco1)C1CCCO1 (stereo not given) | 1% | -1% | 7% | 15% | 0% | -4% | -13% | . | -6% | 1%
O=C(CN1CCN(Cc2ccccc2)CC1)Nc1ccc(Cl)cn1 | 10% | 0% | 19% | 7% | -4% | -3% | -1% | 2% | 4% | 5%
Cn1nc(CC(=O)NC2CCCCCCCCCCC2)c2ccccc2c1=O | -8% | -2% | -6% | 11% | -8% | -1% | -1% | 6% | 1% | -1%
CCOC(=O)C1CCN(C(=O)COC(=O)CNC(=O)c2sc3ccccc3c2Cl)CC1 | . | 7% | -19% | . | . | -2% | -3% | 10% | 0% | 9.5µM*
Cc1ccc(/C=C(\NC(=O)c2ccccc2)C(=O)NCCc2ccccn2)o1 | ? | 10% | -6% | 25% | -10% | -3% | 3% | -1% | 2% | 1%
CCc1ccc(-c2cc(C)no2)cc1S(=O)(=O)N1CCN(c2ccccc2)CC1 | 8% | -4% | -23% | -2% | -6% | -29% | -10% | -13% | -6% | 1%
Fc1ccc(OCc2nc(-c3cccs3)no2)cc1 | 8% | ? | 7.9µM* | 26% | ? | 3.2µM* | 2.5µM* | 0% | ? | 11µM*
Cc1ccc(S(=O)(=O)N2CCC(=O)N(CCOC(=O)Nc3ccc(C)c(C)c3)CC2)cc1 | ? | -4% | 0% | 34%&-2% | 14%&-15% | 4% | 6% | 11% | -1% | -14%
COC(=O)c1ccc(S(N)(=O)=O)o1 | . | 3% | -4% | 7% | -4% | -1% | -7% | 3% | 0% | 0%
O=C(Oc1ccc2c(=O)c(Oc3ccc4ccccc4c3)coc2c1)c1cncc(Br)c1 | ? | -1% | -6% | -9% | 4%[0.365 µM] | 0% | -1% | 3% | -1% | -2%
CC(=O)c1cccc(NC(=O)CC2Oc3ccc(C)cc3NC2=O)c1 (stereo not given) | 4% | -7% | 2% | 6% | 1% | 1% | -3% | 15% | -11% | 0%
S=C(NCCc1ccccc1)NCCc1ccccc1 | -14% | ? | ? | 7.1µM* | 10µM* | 4.5µM* | 4.5µM* | -2% | ? | 15µM*
Cc1ccc2c(c1)CCCN2C(=O)c1ccc2c(c1)OCO2 | -8% | 5% | 9% | 34% | -9% | -2% | 3% | . | -2% | -1%
Cc1ccsc1/C=N/NC(=O)CO | 6% | -1% | 2% | -17% | -5% | 0% | -10% | 15% | 5% | -2%
O=C(CCC(=O)Nc1ccccc1)NNC(=O)CCc1ccccc1 | -8% | -1% | -18% | -33% | -6% | 0% | -1% | 9% | 0% | 2%
COc1ccc(NC(=O)c2csc(Cc3ccccc3)n2)cc1 | -4% | ? | 0% | 40% | 15% | 26% | ? | -2% | ? | 6.7µM*
Cc1cccc(C)c1NC(=O)CS(=O)CC(=O)NCC1OCCc2ccccc21 (stereo not given) | -3% | 0% | -17% | 6% | -2% | -9% | -2% | 6% | 1% | 0%
CCOc1ccc(CN2CCC(n3nccc3NC(=O)C3CC3)CC2)cc1CO | -5% | 4% | -18% | -15% | 3% | 4% | 2% | 0% | 0% | 1%
COc1ccc2cc(C(c3nnnn3C3CCCC3)N3CCOCC3)c3nnnn3c2c1 (stereo not given) | -3% | -4% | 12% | -2% | -8% | -4% | -10% | -14% | 0% | -11%
O=S(=O)(O)CCN1CCOCC1 | -6% | -2% | -13% | 22% | 3% | -2% | -2% | 4% | -1% | 0%
CNS(=O)(=O)c1ccc(NC(=O)c2cnn3c(C(F)F)cc(-c4ccccc4)nc23)cc1 | -5% | -7% | 0%&11% | -7% | -1% | -3% | 0% | -37% | 27% | -3%&1%
CCOc1ccc(-c2onc(C(F)(F)F)c2-c2cscn2)c(O)c1 | -2% | -5% | -52% | ? | ? | -2% | 1% | . | -10% | 2%
